Screens as filed in PubChem BioAssay.
KAT2A inh: qHTS Assay for Inhibitors of GCN5L2. Histone acetyltransferase KAT2A (Homo sapiens), Q92830. GCN5L2 HAT assay, ThioGlo1 CoA-SH fluorescence. Potency, µM (top dose mostly 58.9 µM), for the others: at the highest dose activity change, negative = inhibition, hits mostly inhibitors. hit rate 0.21% among 390,000. AID 504327, 2011
Target sequence (Q92830 whole entry, looked up): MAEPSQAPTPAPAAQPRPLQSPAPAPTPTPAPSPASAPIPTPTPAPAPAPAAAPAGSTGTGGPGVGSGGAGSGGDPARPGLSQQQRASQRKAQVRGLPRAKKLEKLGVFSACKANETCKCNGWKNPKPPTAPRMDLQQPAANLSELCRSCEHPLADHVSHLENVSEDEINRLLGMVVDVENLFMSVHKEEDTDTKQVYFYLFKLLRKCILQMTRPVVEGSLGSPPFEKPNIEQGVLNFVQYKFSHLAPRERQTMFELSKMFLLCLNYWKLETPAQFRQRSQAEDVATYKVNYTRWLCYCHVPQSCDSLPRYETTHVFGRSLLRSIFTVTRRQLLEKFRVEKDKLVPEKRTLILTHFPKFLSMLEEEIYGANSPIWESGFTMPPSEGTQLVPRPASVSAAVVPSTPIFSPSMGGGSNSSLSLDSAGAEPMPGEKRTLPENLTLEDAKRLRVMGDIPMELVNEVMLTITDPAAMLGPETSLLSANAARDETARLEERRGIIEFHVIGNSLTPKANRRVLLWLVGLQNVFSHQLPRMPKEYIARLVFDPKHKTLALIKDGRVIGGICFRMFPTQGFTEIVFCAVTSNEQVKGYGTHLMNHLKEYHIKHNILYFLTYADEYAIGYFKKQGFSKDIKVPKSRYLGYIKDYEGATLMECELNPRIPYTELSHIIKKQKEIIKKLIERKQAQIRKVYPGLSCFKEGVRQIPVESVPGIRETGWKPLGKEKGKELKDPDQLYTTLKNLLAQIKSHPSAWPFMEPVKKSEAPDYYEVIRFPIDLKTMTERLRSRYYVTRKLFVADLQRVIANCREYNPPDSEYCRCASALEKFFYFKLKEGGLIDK
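Free CoA generated was detected with ThioGlo1 (50uM) fluorescence at Ex340nm/Em540nm, read immediately and after 20 min at room temperature. Enzyme, 20 nM in HEPES pH 7.5 buffer, saw compounds 15 min before adding 75uM H3(1-25) peptide and 70uM acetyl-CoA.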
DT40 TDP1 no CPT: qHTS for Inhibitors of human tyrosyl-DNA phosphodiesterase 1 (TDP1): qHTS in cells in absence of CPT; DT40 Tdp1-/- hTDP1 cells, no CPT, ATP luminescence, 48 h; Potency, µM (series often up to 46.2 µM), without a hit: top-dose activity change, negative = growth inhibition, usual class: inhibitors; hit rate 15% among 420,000; note: nearly all actives have a fitted effect of over 55% in size
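Cells were dispensed at 400 per well, compounds added by pin tool, plates incubated ≥48 hr at 37 °C, then CellTiter-Glo added for 30 min at room temperature before luminescence reading. Line: DT40 Tdp1-/- complemented with hTDP1; camptothecin omitted.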
TDP1 cell CPT: qHTS for Inhibitors of human tyrosyl-DNA phosphodiesterase 1 (TDP1): qHTS in cells in presence of CPT. chicken DT40 Tdp1-/-;hTDP1 cells + 20 nM CPT, ATP luminescence, 48 h. Potency, µM (highest dose often 46.2 µM), inactives show at the highest dose activity change, negative = growth inhibition, actives largely listed as inhibitors. hit rate 12% among 420,000; note: nearly all actives have a fitted effect of over 55% in size
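Cell growth measured by CellTiter-Glo luminescence after a minimum 48 h, 37 C compound exposure with 20 nM CPT in Tdp1-knockout DT40 cells stably expressing hTDP1, seeded 400/well; qHTS titration format.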
* = called active by the depositor; u = inconclusive; x = no result given; & = joins results of further samples; [ ] = remark or other dose. Calls come from the whole dose curve; as a rule, active = well fitted curve in the direction sought with a large enough effect; inconclusive = small, poorly fitted or top-dose-only effect, or another doubt; inactive = no such curve, though single readings can be large; an effect the other way counts as inactive or inconclusive. % is set by controls: 0 for no effect and ±100 for the full control effect; potency is the fitted concentration of half-maximal effect. An excerpt; the hit share may differ from the screen's.

SMILES	KAT2A inh	DT40 TDP1 no CPT	TDP1 cell CPT
COc1cccc(NC(=O)Nc2ccc3c(c2)OCO3)c1	-3.2%	6.8%	2.3%
CCOC(=O)NC(Nc1nc2ccccc2s1)(C(=O)OCC)C(F)(F)F (centres undefined)	-1.2%	-0.9%	-14.6%
CCN(CC)S(=O)(=O)c1ccc(C(C)NCC(=O)Nc2ccccc2C(=O)NC2CC2)cc1 (centres undefined)	-4.7%	u	u
O=C1C(Cl)=C(Nc2ccc(O)cc2)C(=O)c2ccccc21	-0.1%	u	20.6µM*
CN(CCc1ccccn1)C(=S)NC(=O)c1ccco1	-3.7%	u	u
Cc1ccc(COC(=O)c2ccc3ccccc3n2)cc1	-2.8%	1.9%	8.4%
COc1ccc(S(=O)(=O)c2c(O)c3ccc(C(=O)Nc4cccc(F)c4)cc3[nH]c2=O)cc1	-9.3%	-2.6%	5.8%
NNc1nc2sc3c(c2c(=O)n1-c1ccccc1)CCCC3	-4.3%	u	18.4µM*
O=C1Cc2cc(S(=O)(=O)N3CCN(c4cccc(Cl)c4)CC3)ccc2N1	u	2.9%&8.0%	-4.7%&8.3%
Cc1ccc(-c2nnc(SCC(=O)CC(=O)Nc3ccccc3)n2C)cc1	3.3%	-9.5%	3.9%
C=CCNC(=S)NNC(=O)c1ccc(Br)cc1	18.3%	u	u
COc1ccc(CN(Cc2cc3cccc(C)c3n3nnnc23)C(=O)N2CCOCC2)cc1	-12.6%	u	16.4µM*

A few values from the entries so far:
Under TDP1 cell CPT, COc1ccc(CN(Cc2cc3cccc(C)c3n3nnnc23)C(=O)N2CCOCC2)cc1 has 16.4µM*
Under KAT2A inh, COc1ccc(S(=O)(=O)c2c(O)c3ccc(C(=O)Nc4cccc(F)c4)cc3[nH]c2=O)cc1 has -9.3%
Under KAT2A inh, NNc1nc2sc3c(c2c(=O)n1-c1ccccc1)CCCC3 has -4.3%
Under KAT2A inh, CCN(CC)S(=O)(=O)c1ccc(C(C)NCC(=O)Nc2ccccc2C(=O)NC2CC2)cc1 (centres undefined) has -4.7%
Under TDP1 cell CPT, O=C1C(Cl)=C(Nc2ccc(O)cc2)C(=O)c2ccccc21 has 20.6µM*
Under DT40 TDP1 no CPT, CCOC(=O)NC(Nc1nc2ccccc2s1)(C(=O)OCC)C(F)(F)F (centres undefined) has -0.9%

More entries follow:
SMILES	KAT2A inh	DT40 TDP1 no CPT	TDP1 cell CPT
CC(=O)c1ccc(NS(=O)(=O)c2ccc3c(c2)N(C(C)=O)CCO3)cc1	-1.6%	-5.2%	-20.2%
CN1C(=O)/C(=C/c2ccc3c(c2)OCO3)N=C1c1ccccc1	-9.1%	-22.1%	u
COc1ccc(OC)c(Nc2nc(NCCO)c3ccccc3n2)c1	-2.7%	16.4µM*	u
O=[N+]([O-])c1ccn(-c2nc(-c3ccccc3)cc(C(F)(F)F)n2)n1	-9.6%	u	-0.1%
CN(C)CCNC(=O)C(=O)NCC(c1ccc2c(c1)OCO2)N1CCOCC1 (centres undefined)	0.4%	-3.5%	-6.1%
COc1ccc(N2CCN(c3oc(/C=C/c4cc(OC)c(OC)c(OC)c4)nc3C#N)CC2)cc1	0.8%	3.66µM*	2.91µM*
O=C1[C@@H]2Cc3ccccc3CN2C(=O)N1c1cccc(F)c1	0.0%	-9.3%	3.8%
Cc1ccc(S(=O)(=O)N2CCN(C(=O)c3ccc(N4CCC(C)CC4)c([N+](=O)[O-])c3)CC2)cc1	x	u	u
O=C(NNC(=S)Nc1ccc(F)c(Cl)c1)c1ccccc1Br	-2.8%	u	u
COc1ccc(C2C(C(=O)Nc3cccnc3)=C(C)Nc3nc(-c4cccs4)nn32)cc1OC (centres undefined)	-3.5%	17.1%	15.0%
CCN(CC)C(=O)CSc1nc2c(sc(=S)n2-c2ccccc2)c(=O)[nH]1	-8.5%	7.0%	0.0%
CCNc1ncc2nc(-c3ccc(F)cc3)c(=O)n(Cc3ccc(F)cc3)c2n1	-17.4%	5.1%	-14.0%
CCOC(=O)c1nn(-c2ccccc2)c(=O)c2c(N)scc12	-21.4%	14.6µM*	8.2µM*
CC1(c2nc3ccccc3[nH]2)c2ccccc2C(=O)N1Cc1ccccc1 (centres undefined)	x	u	u
Cc1cc(C(F)F)n2nc(C(=O)Nc3ccc(S(=O)(=O)N4CCCC4)cc3)nc2n1	-17.4%	-15.3%	-15.5%
CCOCc1cc(CN2CCC(n3nccc3NC(=O)C3CC3)CC2)ccc1OC	-11.4%	-3.7%	3.9%
COc1ccc(NC(=O)c2cccn2-c2nnc(N3CCCCC3)s2)cc1Cl	0.8%	u	u
CN(CCO)S(=O)(=O)c1ccc2c(c1)C(=NNC(N)=O)c1cc(S(=O)(=O)N(C)CCO)ccc1-2	-22.1%	9.8%	1.8%
O=C(Nc1ccccc1)C1CCCN(C(=O)c2ccc(Cl)cc2)C1 (centres undefined)	-5.3%	u	u
Cc1c(C(=O)Nc2cccc([N+](=O)[O-])c2)cnn1-c1ccccc1	3.6%	u	u
O=C(/C=C/c1ccc(F)cc1)NCCC1=CCCCC1	-4.9%	16.4µM*	20.6µM*
CSCCC(NC(=O)c1ccc(Cl)cc1)C(=O)OCC(=O)NCc1ccco1 (centres undefined)	0.7%	-28.3%	-8.5%
C=CCn1c(SCC(=O)N(C)CC(=O)Nc2ccc(C)cc2)nnc1-c1ccncc1	1.0%	-5.3%	16.7%
COc1ccc(N2CC(C(=O)Nc3cccnc3)CC2=O)cc1 (centres undefined)	-3.1%	17.1%	15.9%
c1coc(CNc2nc3sc4c(c3c3ncnn23)CCCC4)c1	-8.9%	11.6µM*	u
COc1ccc(NC(=O)c2cc(C3CC3)on2)c(OC)c1	-1.0%	-6.0%	-10.9%
CCN(CC(=O)NCc1cccs1)C(=O)c1cccc(S(=O)(=O)Nc2ccccc2Cl)c1	-1.9%	-10.4%	-11.7%
COc1cc2c(cc1NC(=O)COc1ccc3ccccc3c1)oc1ccccc12	-0.7%	u	u
COC(=O)c1ccc(C)c(NC(=O)c2c(-c3ccccc3)noc2C)c1	-8.8%	-17.2%	-15.0%
CC(C)(C)c1ccc(C(=O)Nc2ccccc2Cl)cc1	-4.2%	u	u
CN1N=C(N)c2cn(C3OC(COP(=O)(O)O)C(O)C3O)c3ncnc1c23 (centres undefined)	x	-27.2%	u
CC(=O)c1cccc(S(=O)(=O)NCC(C)(C)N2CCOCC2)c1	-9.4%	3.6%	-1.7%
COc1ccc(N2CCN(C(=O)c3ccc(Cl)c(S(=O)(=O)N4CCCC4)c3)CC2)cc1	-11.6%	u	u
CCn1c(SCC(=O)NCC2CCCO2)nc2ccccc21 (centres undefined)	1.8%	1.6%	0.0%
Cc1nonc1OC(C)CNc1ccc([N+](=O)[O-])cc1 (centres undefined)	-8.8%	u	-13.2%
CCCc1cc2c(cc1NC(=O)c1ccc(Br)cc1)OCO2	-4.6%	u	u

One compound at a time, as listed above.
COc1cc2c(cc1NC(=O)COc1ccc3ccccc3c1)oc1ccccc12 reads KAT2A inh = -0.7%; DT40 TDP1 no CPT = u; TDP1 cell CPT = u
CC(=O)c1cccc(S(=O)(=O)NCC(C)(C)N2CCOCC2)c1 reads KAT2A inh = -9.4%; DT40 TDP1 no CPT = 3.6%; TDP1 cell CPT = -1.7%

Next part
SMILES	KAT2A inh	DT40 TDP1 no CPT	TDP1 cell CPT
CCCn1c(=N)n(CC(=O)c2ccc(OCC(=O)OC)cc2)c2ccccc21	x	u	u
COCCN1C(=O)CCC1(C)C(=O)Nc1c(C)cccc1C (centres undefined)	x	11.0%	-7.6%
CC(C)(CCl)C(=O)Nc1ccc(OC(F)(F)F)cc1	-7.5%	17.1%	4.9%
CC(=O)c1cccc(NC(=S)NCc2ccccc2)c1	-25.0%	-14.8%	-2.9%
OC(COCC1CC=CCC1)Cn1cnc2ccccc21 (centres undefined)	-2.7%[0.501 µM]	-15.8%	-23.6%
COc1cc(OCc2ccc(C)cc2)ccc1CNC[C@H]1O[C@@H](n2cnc(C(N)=O)n2)[C@H](O)[C@@H]1O	x	-0.3%	2.9%
O=C(NCc1ccccc1)c1cc(C2CCCCN2C(=O)CCc2ccccc2)on1 (centres undefined)	x	-19.3%	u
Cc1ccc(-n2nc3c(Cl)nnc(C)c3c2C)cc1	1.0%	5.1%	16.7%
COc1cccc(Cn2nnc(C(=O)NCc3ccccc3Cl)c2N)c1	-8.3%	-20.6%	u
CC1CN(C/C(=N\O)C23CC4CC(CC(C4)C2)C3)CC(C)O1 (centres undefined)	-3.2%	u	-26.6%
CC#CCN1c2ccccc2[C@]23C[C@@H](C(=O)OC)N(C(=O)OCC)C2=NC(C(=O)OC)=C(C(=O)OC)[C@H]13	6.0%	-27.2%	-1.1%
O=C(CSc1ncccn1)Nc1ccccc1	-1.6%	-6.7%	-14.3%

Some of the entries so far, comma-delimited:
Molecule,KAT2A inh,DT40 TDP1 no CPT,TDP1 cell CPT
COc1cc(OCc2ccc(C)cc2)ccc1CNC[C@H]1O[C@@H](n2cnc(C(N)=O)n2)[C@H](O)[C@@H]1O,x,-0.3%,2.9%
O=C(NCc1ccccc1)c1cc(C2CCCCN2C(=O)CCc2ccccc2)on1 (centres undefined),x,-19.3%,u
Cc1ccc(-n2nc3c(Cl)nnc(C)c3c2C)cc1,1.0%,5.1%,16.7%
COc1cccc(Cn2nnc(C(=O)NCc3ccccc3Cl)c2N)c1,-8.3%,-20.6%,u
CC1CN(C/C(=N\O)C23CC4CC(CC(C4)C2)C3)CC(C)O1 (centres undefined),-3.2%,u,-26.6%
CC#CCN1c2ccccc2[C@]23C[C@@H](C(=O)OC)N(C(=O)OCC)C2=NC(C(=O)OC)=C(C(=O)OC)[C@H]13,6.0%,-27.2%,-1.1%

Next entries follow.
SMILES	KAT2A inh	DT40 TDP1 no CPT	TDP1 cell CPT
CC(C)(C)Nc1nc2ccc([N+](=O)[O-])cc2o1	-2.0%	-15.2%	-4.3%
CCS(=O)(=O)NCc1csc(-c2ccccc2)n1	-5.4%	-2.7%	2.3%
OC(COc1ccccc1)CN1CCN(c2ccccc2)CC1 (centres undefined)	x	-1.6%	u
Cc1onc(-c2ccccc2)c1C(=O)Nc1nnc(C(C)C)s1	-1.1%	12.6%	3.8%
CCn1cc(C(=O)N2CCCC2)c(=O)c2cc(S(=O)(=O)N3CC(C)CC(C)C3)ccc21 (centres undefined)	-6.2%	u	5.3%
C=CCN1C(=O)C(=O)N(Cc2nc3ccccc3s2)C1=O	1.9%	-3.9%	-1.5%
CC(C)CC(=O)Nc1nnc(S(=O)(=O)N(C)Cc2ccco2)s1	-7.4%	-26.9%	-5.2%
CC(=O)c1c(Nc2ccccc2)sc(C(=O)c2ccccc2)c1C	-18.4%	u	u
O=C(Cc1cccs1)N1CCN(C(=O)C2CCCO2)CC1 (centres undefined)	-13.6%	-5.1%	3.5%
CCN(CC)S(=O)(=O)c1cccc(C(=O)N/N=C/c2ccccc2OCC(=O)O)c1	2.7%	-15.4%	-13.0%
Cn1cc(-c2csc(C(C)(O)c3cccnc3)n2)cn1 (centres undefined)	x	-5.3%	-15.4%
CC1(C(=O)Nc2cccc(S(=O)(=O)N3CCOCC3)c2)Cc2ccccc2C(=O)O1 (centres undefined)	-9.6%	u	-2.9%

Part of the list above in a different format:
The line under a structure holds: KAT2A inh, DT40 TDP1 no CPT, TDP1 cell CPT
- CC(C)(CCl)C(=O)Nc1ccc(OC(F)(F)F)cc1
→ -7.5%, 17.1%, 4.9%
- CCCn1c(=N)n(CC(=O)c2ccc(OCC(=O)OC)cc2)c2ccccc21
→ x, u, u
- COc1cc(OCc2ccc(C)cc2)ccc1CNC[C@H]1O[C@@H](n2cnc(C(N)=O)n2)[C@H](O)[C@@H]1O
→ x, -0.3%, 2.9%
- COc1ccc(N2CCN(c3oc(/C=C/c4cc(OC)c(OC)c(OC)c4)nc3C#N)CC2)cc1
→ 0.8%, 3.66µM*, 2.91µM*
- O=C(Cc1cccs1)N1CCN(C(=O)C2CCCO2)CC1 (centres undefined)
→ -13.6%, -5.1%, 3.5%

More compounds.
SMILES	KAT2A inh	DT40 TDP1 no CPT	TDP1 cell CPT
COc1ccc(CCNC(=O)c2cc([N+](=O)[O-])cc([N+](=O)[O-])c2)cc1OC	-11.4%	-1.5%	-28.4%
CC(=O)N1CSCC1C(=O)O (centres undefined)	-3.4%	2.2%	-9.1%
O=C(CNS(=O)(=O)c1ccc(F)c(Cl)c1)NCCc1ccccc1	-9.7%	-2.3%	-2.7%
Cc1ccc2c(c1)NCC(C(=O)NC1CCCCC1)O2 (centres undefined)	-4.1%	3.2%	-16.1%
